OPRM1-OPRD1 ag: agonists of OPRM1-OPRD1 heterodimerization, primary screen, cell-based, luminescence; Mu-type opioid receptor (Homo sapiens) + Delta-type opioid receptor (Homo sapiens), …; activation, % at 9.3 µM; AID 504326, 2011; cells; 340,000 compounds, 0.3% hits; in the data active = activation above about 18%;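 note: 0% = vehicle-treated cells and 100% = reference agonist; values of inactives mirror those of a sister screen read the other way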
HTR5A inv ag: HTR5A inverse agonists in luminescence cell assay, primary screen, counter-screen for OPRM1-OPRD1 heterodimer inverse agonist project, full-deck HTS | HTR5A cell line, inverse agonism | 5-hydroxytryptamine receptor 5A (Homo sapiens), P47898 | inhibition, % at 9.3 µM | 340,000 compounds, 0.083% hits | AID 504634, 2011; in the data active = inhibition mostly above about 23%, no sharp cut-off; inactive = mostly below about 18%;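 note: 0% = cells with DMSO and 100% = no-cell wells with DMSO; some compounds called inactive have numbers as strong as hits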
Arrestin-AP2 inh: inhibitors of beta-arrestin/AP2 binding, primary screen, biochemical, GPCR trafficking, flow cytometry | beta-arrestin 1 C-terminal peptide binding to AP2 beta2-adaptin appendage (human) | FITC-arrestin peptide / GST-AP2 beads; AP2 beta2 appendage carries R879A mutation | inhibition, % at 10 µM | 340,000 compounds, 0.31% hits;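 active = inhibition above a set limit, near 3 SD of compounds lacking own fluorescence, cut at about 54% in these data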;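 note: plate controls were DMSO wells for no effect and 5 µM unlabelled arrestin peptide for full effect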
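Assay system: GST-AP2 R879A bound to glutathione beads, E. coli-expressed; Medium: PBS with 0.05% Tween 20 and 0.1% BSA; Also added: fluorescein-tagged arrestin peptide at 50 nM final; Timing: 12 min plus 1 h, RT; Measured by: flow cytometry, FL1 (488/535 nm); Evaluation: percent drop in bead-associated FITC signal.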
DAGLB inhibitor: DAGLB lipase inhibitors, primary screen, biochemical, fluorescence, HTS. Diacylglycerol lipase-beta (Homo sapiens), Q8NCG7. HEK293T DAGLB membrane lysate, EnzChek fluorogenic substrate. inhibition, % at 5.17 µM. 340,000 compounds, 0.059% hits. AID 504411, 2011; in the data active = inhibition above about 34%;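 note: 0% = enzyme with vehicle and 100% = wells lacking enzyme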
Target sequence (Q8NCG7 whole entry, looked up): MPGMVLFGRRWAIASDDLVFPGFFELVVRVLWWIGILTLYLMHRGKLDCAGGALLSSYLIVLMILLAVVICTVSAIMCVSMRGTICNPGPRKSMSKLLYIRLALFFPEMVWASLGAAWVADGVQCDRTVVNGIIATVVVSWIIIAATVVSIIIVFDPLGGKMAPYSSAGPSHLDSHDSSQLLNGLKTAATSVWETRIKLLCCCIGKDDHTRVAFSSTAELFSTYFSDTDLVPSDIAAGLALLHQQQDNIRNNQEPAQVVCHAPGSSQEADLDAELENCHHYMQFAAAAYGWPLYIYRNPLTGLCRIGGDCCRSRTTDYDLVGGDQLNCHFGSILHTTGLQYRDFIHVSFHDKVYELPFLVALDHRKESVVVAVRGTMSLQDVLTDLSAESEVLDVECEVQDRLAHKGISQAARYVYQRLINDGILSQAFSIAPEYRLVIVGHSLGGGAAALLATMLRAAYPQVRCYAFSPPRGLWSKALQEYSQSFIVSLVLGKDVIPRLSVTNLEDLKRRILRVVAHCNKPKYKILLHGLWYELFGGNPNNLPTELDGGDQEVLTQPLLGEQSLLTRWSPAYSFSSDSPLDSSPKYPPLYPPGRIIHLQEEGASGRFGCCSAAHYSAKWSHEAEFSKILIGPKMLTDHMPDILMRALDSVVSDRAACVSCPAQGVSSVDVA
V-ATPase pH: regulators of yeast V-ATPase proton pumping, primary screen, pHLuorin cytosolic pH fluorescence | S. cerevisiae | response, % at 10 µM | 350,000 compounds, 0.37% hits | AID 504577, 2011; in the data active = response mostly above about 7.3%, no sharp cut-off; inactive = mostly below about 5.4%; note: actives read high; inactives centre near 0; some compounds called inactive have numbers as strong as hits; reference of the scale not given here
PKA-R1A act: activators of PKA-R1A holoenzyme, primary screen, biochemical, fluorescence polarization, Cy5-IP20, bovine R1A, mouse PKAc; cAMP-dependent protein kinase type I-alpha regulatory subunit (Bos taurus) + …; PKA-R1A dissociation; scaled: DMSO 0%, 113 µM cGMP 100%; activation, % at 11.4 µM; 340,000 compounds, 0.083% hits;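 active = percent activation above the mean of all tested compounds plus 3 SD, cut at about 19% in these data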;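 note: higher means more PKAc released from R1A so a rise in polarization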
MOR-DOR inv ag: inverse agonists of MOR-DOR heterodimerization, primary screen, cell-based, luminescence | Mu-type opioid receptor (Homo sapiens) + Delta-type opioid receptor (Homo sapiens), … | cell-based MOR-DOR heterodimer luminescence, inverse agonism | inhibition, % at 9.3 µM | 340,000 compounds, 0.21% hits | AID 504357, 2011; in the data active = inhibition above about 22%, passing the limit was not always enough;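 note: 0% = cells with DMSO and 100% = wells without cells with DMSO; values of inactives mirror those of a sister screen read the other way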
PKA-R2B activ: activators of PKA-R2B holoenzyme, primary screen, biochemical, fluorescence polarization, Cy5-IP20, human. cAMP-dependent protein kinase catalytic subunit beta (Homo sapiens) + cAMP-dependent …. PKA-R2B holoenzyme dissociation; R2B truncated from residue 108, S112A mutant; 0% DMSO only, 100% 113 µM cGMP. activation, % at 11.4 µM. 340,000 compounds, 0.079% hits;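 active = activation above a cutoff set at the mean over all compounds plus 3 SD, cut at about 18% in these data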;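 note: higher means more holoenzyme dissociation and a rise in polarization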
Target sequence (P31323 whole entry, looked up, other chains not shown, the tested form may be a part): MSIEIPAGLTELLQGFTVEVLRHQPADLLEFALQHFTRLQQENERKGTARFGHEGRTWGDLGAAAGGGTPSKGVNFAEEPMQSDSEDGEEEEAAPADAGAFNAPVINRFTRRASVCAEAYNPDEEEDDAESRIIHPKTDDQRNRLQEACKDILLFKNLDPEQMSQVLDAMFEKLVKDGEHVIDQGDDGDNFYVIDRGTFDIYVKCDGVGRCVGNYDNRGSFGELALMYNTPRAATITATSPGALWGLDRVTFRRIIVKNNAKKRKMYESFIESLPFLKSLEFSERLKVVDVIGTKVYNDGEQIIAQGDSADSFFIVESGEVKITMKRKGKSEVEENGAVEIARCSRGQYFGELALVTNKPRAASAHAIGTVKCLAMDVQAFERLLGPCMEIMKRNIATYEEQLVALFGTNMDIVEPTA
HTR5A ag ctr: HTR5A agonists in luminescence cell assay, primary screen, counter-screen for OPRM1-OPRD1 heterodimer agonist project, full-deck HTS. cell-based. 340,000 compounds, 0.61% hits. activation, % at 9.3 µM. AID 504692, 2011. 5-hydroxytryptamine receptor 5A (Homo sapiens), P47898; in the data active = activation mostly above about 9.5%, no sharp cut-off; inactive = mostly below about 7.6%;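 note: 0% = cells with vehicle only and 100% = reference agonist; strong numbers were not always called active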
DSG3 Ab inh: inhibitors of pemphigus antibody binding to DSG3, primary screen, biochemical, bead-based, flow cytometry, scFv-GFP. Desmoglein-3 (Homo sapiens), P32926. DSG3-coupled beads, scFv-anti-DSG3-GFP binding; active compounds read low. binding (percent of control), % at 10 µM. 310,000 compounds, 0.48% hits;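 active = binding more than 3 SD below its plate's average and above zero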;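 note: hits lower antibody fragment binding to DSG3; some compounds called inactive have numbers as strong as hits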
Active calls of the source: *; · = not tested or not shown.

SMILES	OPRM1-OPRD1 ag	HTR5A inv ag	Arrestin-AP2 inh	DAGLB inhibitor	V-ATPase pH	PKA-R1A act	MOR-DOR inv ag	PKA-R2B activ	HTR5A ag ctr	DSG3 Ab inh
COC(=O)CC1(C(=O)OC)Nc2cc(Cl)c(Cl)cc2S(=O)(=O)N1O (configuration not stated)	·	·	·	-1	-1	-1	·	-7	·	100
COc1ccccc1OCCCCCCN1CCN(C)CC1	0.3	5	20	-1	-5	8	-2	-1	0	118
Cc1c(C(=O)N2CCN(c3ncccn3)CC2)sc2nc3n(c(=O)c12)CCCC3	-1.7	-11	-1	1	5	-11	9	-11	0	·
COc1ccc(OC)c(CN2CCCC(C(=O)c3ccccc3SC)C2)c1 (configuration not stated)	-1.7	-1	-5	-1	-1	-3	9	5	0	99
CN1CCN(c2ccccc2NC(=O)Cc2ccc(Cl)cc2)CC1	-1.4	-7	5	-1	1	-4	7	-2	-1	·
Cc1noc(C)c1NC(=O)N(C)C[C@H]1Oc2ccc(NC(=O)Cn3cnnn3)cc2C(=O)N([C@H](C)CO)C[C@@H]1C	-0.9	-27	-4	-1	0	7	4	0	7	93
Cc1ccccc1Nc1nc(NCc2ccco2)c2ccccc2n1	7.3	-1	-25	-1	-5	-4	-36	2	0	118
CC(C)c1ccc(/C=C/C(=O)O)cc1	-1.4	-6	-14	0	1	-4	8	8	2	106
COc1ccc(S(=O)(=O)NCC(c2cccnc2)N2CCN(c3ccccc3OC)CC2)cc1C (configuration not stated)	-1.6	-30	15	-1	-2	-3	9	-10	11	107
O=C(Nc1cccc(Cl)c1)c1cc([N+](=O)[O-])ccc1N1CCN(CCO)CC1	-0.3	-4	-17	-1	1	-3	1	7	1	106
O=C(Cn1cc(CNC(=O)C2CCCCC2)nn1)Nc1cc(C(F)(F)F)ccc1Cl	-0.9	0	5	-1	-2	3	5	-2	20*	94
O=C(Nc1cc(C(=O)N2CCCC2)ccc1N1CCCC1)c1ccccc1	0.0	-24	-6	-1	0	-11	0	1	-1	96
CC1CCCC(C)N1c1ccc(S(=O)(=O)N2CCOCC2)cc1Cl (configuration not stated)	3.8	4	8	-8	4	-3	-28	-4	-2	·
CCOC(=O)c1c(C)nc(C)c(C(=O)OCC)c1-c1ccc(OC)cc1	-3.4	-15	-8	-6	-4	5	17	-17	3	107
Nn1c(SCC(=O)Nc2ccc3c(c2)OCCO3)nnc1-c1ccncc1	-1.5	-1	3	2	-1	2	6	-6	0	106
OCCC1CN(CCCc2ccccc2)CCN1CCc1ccccc1 (configuration not stated)	6.0	-11	-2	2	-1	-1	-33	-2	3	110
N#C/C(=C/c1ccc(N2CCOCC2)o1)C(=O)Nc1ccccc1	-2.9	3	25	-40	-1	10	15	-5	-1	162
Cc1cc(F)ccc1NC(=S)NCCc1ccccc1	-0.8	-3	11	-4	-5	-4	4	-14	4	105
COc1ccc(NC(=S)Nc2ccccc2)c(OC)c1	-2.1	9	15	-1	-3	-6	12	0	-2	109
O=[N+]([O-])c1cnccc1Nc1ccc(Cl)cc1	-0.6	-19	-3	1	3	-15	3	1	1	112
Cc1ccc(-c2csc(NC(=O)c3cc([N+](=O)[O-])ccc3N3CCOCC3)n2)cc1	-2.2	-23	-14	0	-2	2	11	-4	5	80
CSC(=NS(=O)(=O)c1ccccc1)SC	0.0	14	1	2	0	-15	0	-1	-1	109
O=C(CNC(=S)N(CCCN1CCOCC1)Cc1cccs1)NCc1ccccc1Cl	-2.1	14	-61	2	-1	-4	11	-1	-2	114
CCOC(=O)Cc1nnc(NC(=O)CSc2ncc(-c3ccccc3)nn2)s1	-0.3	-5	-26	-1	5	-4	1	-3	2	102
COc1ccc(OC)c(C2=NS(=O)(=O)N(C)C(C(=O)NCc3cccs3)=C2)c1	-2.6	4	-6	0	6	-9	14	-13	-1	95
Cc1cccc(Nc2cnn(C34CC5CC(CC(CC(=O)O)(C5)C3)C4)c(=O)c2Cl)c1	-1.6	-9	-8	2	3	-6	9	-5	0	129
CC1(C)Cc2c(ccc3ccccc23)C(=O)N1	-2.1	-3	-1	0	1	-13	11	-11	0	·
Cc1cc(N)c2cc(NC(=O)/C=C/c3ccccc3Cl)ccc2n1	3.6	-21	0	1	3	-14	-18	9	7	112
COc1cccc(/C=C2\SC(=O)N(CC(=O)NC3CCS(=O)(=O)C3)C2=O)c1 (configuration not stated)	-2.1	-18	3	0	-1	2	11	7	0	106
Cc1ccc(S(=O)(=O)NC(=O)Nc2ccc(F)cc2)cc1	-2.9	7	6	0	1	-8	14	-1	2	98
COc1ccc(CCNC(=O)CCCN2C(=O)c3ccccc3C2=O)cc1OC	-2.0	-4	1	0	1	-11	11	-7	2	100
COC(=O)c1ccc(Oc2c(F)c(F)nc(N3CCOCC3)c2F)cc1	3.2	-2	3	-10	-5	-9	-15	-3	3	103
Cc1ccc(C2CC(c3cccc(Br)c3)n3nc(N)nc3N2)cc1 (configuration not stated)	-0.8	5	15	3	2	3	4	-1	-2	102
CCn1c2ccccc2c2cc(N=C3SC(CC(=O)Nc4ccccc4OC)C(=O)N3C)ccc21 (configuration not stated)	0.0	-5	18	0	-2	-2	0	-12	2	100
CCNC(=S)NNC(=O)c1ccc(OC(F)F)cc1	-2.8	-5	0	-1	0	6	15	-2	0	98
Cc1cc(-c2n[nH]c(=S)n2/N=C/c2ccc(Cl)c([N+](=O)[O-])c2)n[nH]1	-1.2	10	-1	1	4	0	6	-4	2	102
Cc1ccc(OCCNc2ccc(C(F)(F)F)cc2[N+](=O)[O-])cc1	3.8	10	5	-3	-2	-2	-19	-5	0	103
CCC(Sc1ccc(Cl)cc1)C(=O)Nc1nnc(-c2cccc([N+](=O)[O-])c2)s1 (configuration not stated)	-0.3	19	-1	-2	-2	4	2	-6	1	102
CC1CSc2nc3sc4c(c3c(=O)n21)CCCC4 (configuration not stated)	-2.3	-13	-10	-3	-1	0	10	-7	1	97
O=C(CN1C(=O)CCC1=O)Nc1nc(-c2ccc(Cl)s2)cs1	-1.6	8	24	-4	-3	0	10	-9	-3	105
CNc1c(NC(=O)c2ccc3c(c2)OCO3)c(=O)oc2ccccc12	-1.4	3	3	-1	-1	-8	7	3	-1	·
O=C(NCc1ccc(F)cc1)C(c1ccncc1)N(C(=O)c1csnn1)C1CC1 (configuration not stated)	-2.3	12	28	-1	-1	-12	14	1	3	·
COc1cc(C)ccc1Oc1ncnc(N)c1[N+](=O)[O-]	-1.4	-11	24	-4	-1	-2	6	-4	3	·
COc1ccc(OCc2cc(C(=O)N(C)C3CCOC3)no2)c(Cl)c1 (configuration not stated)	8.4	-10	-3	-1	3	-3	-46	-5	8	99
CC1CC(C)CN(C(=O)COC(=O)c2cc(S(=O)(=O)N3CCOCC3)ccc2F)C1 (configuration not stated)	-1.6	-15	-7	0	2	-8	11	-4	6	92

Whole records from above:
CC1CC(C)CN(C(=O)COC(=O)c2cc(S(=O)(=O)N3CCOCC3)ccc2F)C1 (configuration not stated) is entered as OPRM1-OPRD1 ag: -1.6; HTR5A inv ag: -15; Arrestin-AP2 inh: -7; DAGLB inhibitor: 0; V-ATPase pH: 2; PKA-R1A act: -8; MOR-DOR inv ag: 11; PKA-R2B activ: -4; HTR5A ag ctr: 6; DSG3 Ab inh: 92
COc1ccc(OCc2cc(C(=O)N(C)C3CCOC3)no2)c(Cl)c1 (configuration not stated) is entered as OPRM1-OPRD1 ag: 8.4; HTR5A inv ag: -10; Arrestin-AP2 inh: -3; DAGLB inhibitor: -1; V-ATPase pH: 3; PKA-R1A act: -3; MOR-DOR inv ag: -46; PKA-R2B activ: -5; HTR5A ag ctr: 8; DSG3 Ab inh: 99

(listing goes on)
SMILES	OPRM1-OPRD1 ag	HTR5A inv ag	Arrestin-AP2 inh	DAGLB inhibitor	V-ATPase pH	PKA-R1A act	MOR-DOR inv ag	PKA-R2B activ	HTR5A ag ctr	DSG3 Ab inh
CC1=CC(C)(C)Nc2ccc(OS(=O)(=O)c3ccc(C)cc3)cc21	5.4	-6	9	-5	2	5	-29	-5	-3	97
COc1cc(C(=O)Nc2cccc(S(=O)(=O)NCc3ccco3)c2)cc(OC)c1OC	-1.4	7	-7	-1	-7	2	6	-12	-3	·
CCOc1ccc(C(C)=O)cc1COc1cccnc1[N+](=O)[O-]	-1.4	17	-8	0	4	-6	10	-2	-1	115
CCOC(=O)C1(CCCc2ccccc2)CCN(C(=O)CN2CCOC2=O)CC1	0.7	5	-8	2	-2	-7	-5	6	3	99
Cc1cc(NC(=O)C2=C(O)c3ccccc3S(=O)(=O)N2C)no1	-1.2	13	-3	3	-1	-3	7	-1	-1	100
O=C(COc1ccc(S(=O)(=O)N2CCOCC2)cc1)Nc1ccc(Br)cc1	1.4	10	-5	0	0	-1	-5	-5	0	·
Cc1cccc(NC(=O)CN2C(=O)N/C(=C/c3ccc(C)s3)C2=O)c1	23*	-23	0	-5	5	-3	-145	-11	12*	100
O=C(NC1CCCC1)c1ccc(CSCc2ccccc2F)o1	-2.5	-22	3	-1	-2	-6	14	-11	2	102
O=S(=O)(c1ccccc1)c1ncc(C(F)(F)F)cc1Cl	2.2	-5	37	-10	1	-2	-11	10	2	104
O=C1c2ccccc2C(=O)N1CCC#C/C=C1\c2ccccc2C(=O)N1c1ccccc1	·	·	·	-2	-1	4	·	6	·	101
COC(=O)CC1C(=O)NCCN1C(=S)Nc1ccccc1 (configuration not stated)	-0.3	-1	2	-1	4	-5	2	-11	0	101
CN(C(=O)c1cc(COc2ccc(F)cc2Cl)on1)C1CCOC1 (configuration not stated)	·	·	·	4	·	9	·	11	·	99
O=C(O)C12CC3CC(C1)CC(n1cnc(Cl)n1)(C3)C2	-1.8	0	-4	-2	-3	8	10	-3	0	98
COc1cc(C=O)ccc1OCC(=O)N1CCOCC1	-2.1	-20	2	-2	-1	8	11	9	-3	103
COc1cc([N+](=O)[O-])cc(/C=C2/SC(=S)N(Cc3ccccc3)C2=O)c1O	-2.3	11	28	40*	1	-11	10	-7	-3	102
O=S(=O)(NC1CC1)c1cccc(S(=O)(=O)N2CCCC2)c1	-2.9	-3	7	-1	3	-1	13	-14	4	112
O=S(=O)(c1ccc(F)c(F)c1F)N1CCN(C(=S)NCc2ccccc2)CC1	0.4	-4	6	-4	5	-2	-2	-2	-4	109

Assay outcomes deposited in PubChem BioAssay by several laboratories.
